# Rad51 HR inh – Rad51 (human) homologous recombination inhibition. Q06609. hRad51 DNA strand exchange, fluorescence dequenching. inhibition, % at 10 µM. 200,000 compounds, 0.085% hits. AID 1385;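 active = inhibition above 40% at the single screening dose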;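 also: 0% = DMSO control wells and 100% = blanks with heterologous ssDNA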
# Target sequence (Q06609 whole entry, looked up): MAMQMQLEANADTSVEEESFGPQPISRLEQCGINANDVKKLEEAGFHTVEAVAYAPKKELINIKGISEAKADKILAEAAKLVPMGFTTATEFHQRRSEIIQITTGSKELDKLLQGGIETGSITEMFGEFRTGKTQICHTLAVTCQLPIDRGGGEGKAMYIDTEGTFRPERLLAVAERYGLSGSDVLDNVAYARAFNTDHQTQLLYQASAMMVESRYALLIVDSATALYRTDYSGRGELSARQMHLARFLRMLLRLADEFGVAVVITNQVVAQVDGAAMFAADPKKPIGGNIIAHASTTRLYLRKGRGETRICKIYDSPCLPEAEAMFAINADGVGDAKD
#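 Material: Human Rad51 nucleoprotein filaments preassembled on unlabelled ssDNA | Also added: Labelled 47-mer dsDNA for strand exchange | Dosing: Single dose, 10 µM final compound | Schedule: 30-min compound preincubation and 15-min exchange, both room temperature | Technique: Fluorescence dequenching at 485/520 nm | Measure: Percent inhibition relative to plate controls and blanks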
# KCC2 mod – modulators of human KCC2 chloride dependent transport. KCC2 cells, thallium flux FluoZin-2 fluorescence. B-score of Tl+ flux slope (higher = more flux/activation; lower = inhibition) at 10 µM. 190,000 compounds, 2.2% hits. Q9H2X9;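 active = thallium flux slope and its plate-corrected score both differing from the plate sample mean at a set confidence after two filtering rounds, in either direction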;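 also: slope of fluorescence scaled to starting intensity during 10 to 20 s after thallium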
# FXIIa inh – blocks human coagulation factor XIIa protease activity; purified FXIIa, Boc-QGR-AMC fluorogenic substrate, 2 h; inhibition, % at 5 µM; 220,000 compounds, 0.3% hits; AID 800; in the data active = inhibition above about 40%;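 also: 0% = enzyme with no compound and 100% = blank without enzyme; many of its hits are not listed in these tables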
# KLK5 inh – blocks human kallikrein 5 protease activity; inhibition, % at 5 µM; Q9Y337; recombinant hK5, fluorogenic AMC substrate cleavage; 210,000 compounds, 0.59% hits;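 active = inhibition of 40% or more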;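 also: 0% = enzyme controls without compound and 100% = no-enzyme blanks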
# Target sequence (Q9Y337 67-293 limits assumed): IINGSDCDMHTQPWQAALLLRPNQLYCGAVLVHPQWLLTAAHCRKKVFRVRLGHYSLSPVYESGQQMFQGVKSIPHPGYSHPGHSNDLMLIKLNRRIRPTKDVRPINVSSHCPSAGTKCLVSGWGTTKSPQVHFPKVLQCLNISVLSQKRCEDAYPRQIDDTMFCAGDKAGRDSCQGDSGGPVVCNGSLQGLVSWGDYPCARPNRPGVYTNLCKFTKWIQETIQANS
# thrombin 1536 – thrombin (human) inhibition; P00734; AID 1046; inhibition, % at 5 µM; 220,000 compounds, 0.26% hits; alpha-thrombin, Boc-VPR-AMC fluorogenic substrate cleavage;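 active = inhibition at or above 40%; inactive = inhibition below 40%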;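 also: 0% = enzyme with no compound and 100% = wells without enzyme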
#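 System – human alpha-thrombin protein · Reagent – Boc-VPR-AMC substrate, 15 µM final · Compound – 5 µM single dose in 0.2% DMSO · Schedule – reaction at room temperature · Technique – AMC fluorescence at 355 nm excitation and 460 nm emission · Read-out basis – % inhibition relative to enzyme controls and enzyme-free blanks · Control set – no-compound enzyme wells and no-enzyme blanks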
# Hck Nef HTS – inhibitors of human Hck kinase activated by Nef; Recombinant Hck-YEEI plus Nef, Z-Lyte FRET kinase assay; inhibition, % at 20 µM; 220,000 compounds, 0.68% hits; AID 463187;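 active = Hck-Nef kinase inhibition above about 50%, limit read from the data; inactive = inhibition below that limit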;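 also: 0% = DMSO with Hck plus Nef and 100% = Hck alone without Nef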
# TNF necrop inh – blocks TNF-alpha induced death of Jurkat FADD-/- cells | Jurkat FADD-/- TNF necroptosis rescue, ATP luminescence, 24 h; 0 = TNF only, 100 = no-TNF cells | activation (protection from cell death), % at 10 µM | 220,000 compounds, 0.068% hits | AID 463075;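 active = activation, meaning protection from cell death, of at least 50% relative to plate controls; inactive = activation below 50%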;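 also: necroptosis triggered by 40 ng/mL TNF-alpha added together with compound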
# zVAD death inh – blocks zVAD induced death of L929 cells; L929 zVAD necroptosis rescue, ATP luminescence, 24 h; with zVAD 60 µM; viability rescue, % at 10 µM; 220,000 compounds, 0.38% hits; AID 1377;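 active = activation, scaled between plate controls, above about 75%, limit read from the data; inactive = activation under that limit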;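 also: 0% = zVAD with DMSO and 100% = DMSO alone without zVAD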
# FXIa inh – factor XIa (human) inhibition; purified FXIa, Boc-Glu-Ala-Arg-AMC fluorogenic substrate; P03951; AID 798; inhibition, % at 5 µM; 220,000 compounds, 0.14% hits;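 active = inhibition of at least 40%; inactive = inhibition below 40%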;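 also: fluorescence of freed AMC excited at 355 nm; 0% = enzyme without compound and 100% = no enzyme blank; many of its hits are not listed in these tables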
# An asterisk follows results filed as active; · = not tested or not shown.
Structure	thrombin 1536	KCC2 mod	zVAD death inh	FXIIa inh	Hck Nef HTS	TNF necrop inh	Rad51 HR inh	KLK5 inh	FXIa inh
O=C(c1cc(-c2ccccc2)nc2ccccc12)N1CCC2(CC1)OCCO2	0	2.5	-0.2	5	2	-5.5	0	-2	2
Cc1ccc(N2C(=O)NC(=O)/C(=C/c3ccc(-c4ccc(C(=O)O)c(Cl)c4)o3)C2=O)cc1	-5	·	5.5	8	52*	-1.1	3	-4	-2
O=C(CN1CCCC1=O)N1CCOCC1	9	-0.94	0.3	8	1	-0.2	-7	-14	7
CCC(=NC(C)c1ccccc1)c1c(O)[nH]c(=O)[nH]c1=O (centres undefined)	0	0.046	-1.7	9	17	-8.7	·	4	3
c1ccc(CC(NCc2ccco2)c2ccccc2)cc1 (centres undefined)	-8	0.44	-1.1	3	4	2.8	-2	3	5
CCOP(=O)(CN(CC)CCNP(=O)(OCC)OCC)OCC	-6	-0.16	0.1	-1	0	-1.5	0	-6	-17
CN(C)/C=C1/C(=O)NC(=O)N(CCNc2ncc(C(F)(F)F)cc2Cl)C1=O	0	0.47	0.9	12	154*	0.9	-21	-5	-1
CN1CCN(C(=O)COc2ccc(S(=O)(=O)N(C)Cc3ccccc3)cc2)CC1	-3	0.15	0.3	14	-10	-1.2	-3	1	4
Cc1ccc(S(=O)(=O)N2CCCCC2)cc1NC(=O)CN1CC=C(c2ccccc2)CC1	-3	-1.1	-0.2	12	0	3.6	-6	-7	11
O=c1c2ccccc2nc(-c2ccco2)n1-c1ccc(Br)cc1	-2	-0.87	-0.9	11	23	0.3	·	2	3
C/C(=N\N(C)c1ccccc1)c1c(O)[nH]c(=O)[nH]c1=O	1	-0.042	-0.5	14	-7	-4.3	-5	4	-5
Cc1ccc(-c2nc3ccc(Cl)cc3n2OC(=O)N(C)C)cc1	-6	-0.4	0.2	13	6	-4.8	2	-12	2
CC12CN3CC(C)(CN(C1)C3c1ccco1)C2=O (centres undefined)	30	·	0.7	27	8	0.6	1	29	7
CN(C(=O)c1ccco1)C1(c2ccccc2Cl)CCCCC1=O (centres undefined)	-1	·	0.1	15	-1	0.3	0	-7	-5
O=C(c1ccc(Cl)cc1)C1CCCN(Cc2ccc3c(c2)OCCO3)C1 (centres undefined)	-5	0.79	3.8	8	17	1.2	1	2	-2
C[N+]1(C)[C@@H]2CC[C@H]1CC(OC(=O)C(CO)c1ccccc1)C2 (some centres undefined)	2	0	4.3	5	-4	1.4	0	-6	0
Nc1ccc2cc(Br)ccc2c1	-7	0.44	3.7	·	-15	-0.9	-1	-4	-5
CCCOP(=O)(OCCC)C(NC(=O)c1ccccc1)=C(Cl)Cl	-10	-0.23	-0.8	8	0	0.4	13	-4	4
O=C1NC(=O)N(c2ccccc2)C(=O)/C1=C\c1ccccc1[N+](=O)[O-]	0	0.18	-0.4	10	21	-0.2	-27	2	1
CCCCCSc1cc(OC)c(CCN(C)C)cc1OC	2	1.7	-0.2	10	0	-7.4	-3	2	5
CN(C)CC1CSCCC1(O)c1ccc(Cl)cc1 (centres undefined)	-7	0.052	0.6	8	-4	2.2	7	-11	0
CCC(=NC1CCN(Cc2ccccc2)CC1)c1c(O)[nH]c(=O)[nH]c1=O	-3	-0.58	-0.3	6	3	-3.3	0	-13	-1
Cc1ccccc1CN1CCN(c2ccc(Cl)cc2)CC1	-3	-0.27	-0.5	12	-1	0.8	·	-10	7
Nc1ccc2c(c1)oc1ccccc12	-1	·	0.9	1	2	-11	-6	-4	4
Cn1c(=O)cc(OCC(=O)N2CCN(Cc3ccc4c(c3)OCO4)CC2)c2ccccc21	2	0.22	-0.1	6	-17	-1.8	-1	-9	-1
O=C1CC(=O)N(c2ccc(Cl)cc2Cl)C(=O)N1	1	-0.0076	1.8	6	-4	3.3	-7	-7	0
O=C1NC(=O)C2(Cc3ccccc3N3CCCC32)C(=O)N1c1ccc(Cl)cc1 (centres undefined)	6	-0.12	0.7	16	-10	1.0	-7	-18	6
Cc1cccnc1NC1=NCC(C)S1 (centres undefined)	0	0.76	0.2	10	-1	0.7	8	-23	-10
COC(=O)c1c(C)[nH]c(C(=O)C(C)[N+]23CCN(CC2)CC3)c1C (centres undefined)	-12	-0.42	2.4	-2	18	1.7	2	-8	-10
CCCCn1c(NS(=O)(=O)c2ccc(C)cc2)c(C(=O)OCC)c2nc3ccccc3nc21	-10	0.1	1.6	-15	23	-5.0	7	-41	-3
CN(C)c1nc(OCCNC(=O)COc2ccc(Cl)cc2Cl)nc(N2CCCCC2)n1	3	0.77	0.3	15	1	-2.6	-11	-11	6
COc1cc([C@@H]2c3cc4c(cc3[C@@H](OC)[C@H]3COC(=O)[C@H]23)OCO4)cc(OC)c1O	-1	0.019	-0.3	4	36	-15	5	0	0
CCCCCCNc1nc(OC)nc(N2CC3CC(C2)c2cccc(=O)n2C3)n1 (centres undefined)	-13	-2.1	-0.6	1	13	0.1	16	-9	-5
CC(C)CN1CCN(Cc2c(F)cccc2Cl)CC1CCO (centres undefined)	1	-0.36	-1.2	10	12	1.8	22	-1	1
C#CC[N+]1(C)C2CCC1CC(O)C2 (centres undefined)	-3	-0.54	0.7	12	-3	-0.3	-17	·	-3
CNC(=O)N(C)c1nnc(C(C)(C)C)s1	1	·	-0.7	10	0	-0.5	8	-4	2
CN1CCN(Cc2ccc(OC(F)(F)F)cc2)CC1	-8	0.16	-0.2	-1	-22	-1.0	-5	-32	-1
Cn1c(O)c(C=NCCCNC2CCCCC2)c(=O)n(C)c1=O	-4	-0.55	0.0	6	1	0.5	-2	0	2
COc1cc2[nH]c(=O)n(-c3cccc(Cl)c3)c(=O)c2cc1OC	-4	0.031	-0.2	-14	0	-0.8	4	-4	-17
Cn1c(=O)cc(SCC(=O)N2CCC3(CC2)OCCO3)c2ccc(Cl)cc21	1	0.19	-1.4	25	3	-5.9	-7	-30	18
CCOC(=O)C(O)(c1cn(C)c2ccccc12)C(F)(F)F (centres undefined)	4	-0.4	-0.3	15	-1	-1.5	·	1	5
NCCNc1ccc([N+](=O)[O-])c2cccnc12	-4	·	1.9	12	25	-5.5	8	18	4
Clc1cc(Cl)cc(NC2=NCCS2)c1	-2	-0.18	0.3	8	17	-1.0	13	-2	2
CCCNC(=O)N1C2CCC1CC(O)(c1cccnc1)C2 (centres undefined)	1	·	2.9	14	0	1.1	-8	-14	3
O=Cc1cn(Cc2ccccc2F)c2ccccc12	-2	0.23	0.9	0	-3	-5.1	3	-9	-4
O=C(c1cccc(C(F)(F)F)c1)C1CCCN(Cc2ccccc2O)C1 (centres undefined)	-2	1.4	-0.9	6	13	1.6	·	2	-1
COCCNC(=O)c1c(NC(=O)c2ccco2)n(Cc2ccccc2)c2nc3ccccc3nc12	-9	·	0.8	-5	8	-1.7	-9	-89	-12
Cc1nc2ccccc2c(=O)n1-c1cccnc1	0	0.5	0.3	14	0	0.4	0	-10	1
CCNC(=S)NCCC1=c2ccccc2=N/C1=C\c1c(O)n(C)c(=O)n(C)c1=O	2	-0.45	0.3	7	-49	-3.3	-19	1	12
C[C@H](O)[C@H]1CC[C@H]2[C@@H]3CCC4=CC(=O)CC[C@]4(C)[C@H]3CC[C@]12C	8	-1.1	-0.3	16	-5	-4.3	-6	1	12
CCN1CCN(Cc2cc(Br)cc(Br)c2O)CC1	2	0.078	-0.1	16	3	3.6	7	-5	-5
CC1CCC(C(C)C)C(OC(=O)COC(=O)c2ccccc2N)C1 (centres undefined)	-5	0.45	0.8	10	3	1.4	4	-19	8
CC(C)CCn1c(N)c(C(=O)OCC2CCCO2)c2nc3ccccc3nc21 (centres undefined)	-6	-1.3	2.8	5	32	-3.7	-9	-57	-3
CCOC(=O)C(O)(c1ccc(NC(=O)c2ccc(Cl)c(Cl)c2)cc1)C(F)(F)F (centres undefined)	3	-0.2	11	10	11	3.7	-13	6	10
Cc1ccc(S(=O)(=O)N(c2cc(Cl)c(O)c(Cl)c2)P(=O)(OC(C)C)OC(C)C)cc1	-6	-0.48	0.5	2	-3	-0.8	6	-6	-3
COc1ccc(S(=O)(=O)N2CC3CC(C2)c2cccc(=O)n2C3)cc1 (centres undefined)	3	·	-0.4	7	23	-0.5	9	2	2
COc1cccc(C2=NOC(C(=O)N3CCC4(CC3)OCCO4)C2)c1 (centres undefined)	3	-0.022	0.1	16	0	-2.5	87*	-5	5
COc1ccc(Cn2c(O)c(/C=N/NC(=O)c3ccccc3)c(=O)[nH]c2=O)cc1	-1	-0.74	1.1	4	-13	1.2	-13	-92	5
COc1ccc2[nH]cc(CCN)c2c1	2	0.28	0.8	15	-4	0.8	3	-2	8
CCc1cc2c(s1)NC(=O)CN=C2c1cccs1	0	-0.0041	1.6	-2	12	-0.6	4	-8	7

# Continuation:
Structure	thrombin 1536	KCC2 mod	zVAD death inh	FXIIa inh	Hck Nef HTS	TNF necrop inh	Rad51 HR inh	KLK5 inh	FXIa inh
COC(=O)[C@]1(C)C[C@H]1[C@H](NP(=O)(c1ccccc1)c1ccccc1)c1ccccc1	3	-0.43	-1.0	18	-5	0.2	12	-5	7
O=C1NC(=O)N(c2ccc3c(c2)OCO3)C(=O)/C1=C/c1cccs1	2	1	2.0	8	24	1.2	-1	-1	1
COc1ccccc1N(CC(=O)NC1CCCC1)C(=O)c1cnn(C(C)C)c1	6	-0.57	-0.5	19	3	0.7	4	-6	9
CC1CCCCN1Cc1cccnc1 (centres undefined)	-24	0.49	0.6	3	15	0.4	2	-5	-7
Fc1ccc2c(c1)nnn2C1CCN(Cc2nnnn2CCc2ccccc2)CC1	-1	-2.3	-0.2	24	0	-13	-5	-17	15
C=CC1CN2CCC1CC2C(OC(C)=O)c1ccnc2ccc(OC)cc12 (centres undefined)	-5	-0.026	-0.5	5	3	4.9	16	-1	1
COC(=O)C(O)(c1ccc(N(C)C(=O)COc2ccccc2)cc1)C(F)(F)F (centres undefined)	-4	0.00045	-0.1	7	3	2.4	-6	-11	-2
CCOP(=O)(OCC)C(NC(=O)CN1C(=O)c2ccccc2S1(=O)=O)C(Cl)(Cl)Cl (centres undefined)	-2	-0.12	-0.1	6	6	0.2	·	-10	4
N#Cc1ccc(OCC(=O)N2CCN(Cc3ccc4c(c3)OCO4)CC2)cc1	-5	0.58	0.4	-5	-15	2.0	5	-20	-8
CC(C)C12CN3CCN(CC(C3)C1O)C2 (centres undefined)	-2	·	-0.1	11	12	-0.7	·	3	-10

# Grouped by structure, the compounds so far with a nitro group on carbon.
Structure	thrombin 1536	KCC2 mod	zVAD death inh	FXIIa inh	Hck Nef HTS	TNF necrop inh	Rad51 HR inh	KLK5 inh	FXIa inh
O=C1NC(=O)N(c2ccccc2)C(=O)/C1=C\c1ccccc1[N+](=O)[O-]	0	0.18	-0.4	10	21	-0.2	-27	2	1
NCCNc1ccc([N+](=O)[O-])c2cccnc12	-4	·	1.9	12	25	-5.5	8	18	4

# Screens from PubChem.

# An excerpt (hit frequency here may not be typical).
